Compound activity deposited in PubChem BioAssay by The Scripps Research Institute Molecular Screening Center.
GPR151 activ: activators of human GPR151, primary screen, cell-based, PathHunter beta-arrestin, luminescence; activation, % at 11.2 µM; AID 1508602, 2020; PathHunter beta-arrestin GPR151 cells; 1% of 650,000 active; in the data active = activation above about 4.9%;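 also: 0% = median of compound wells and 100% = cells with positive control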
TEAD-YAP block: TEAD-YAP interaction inhibition, primary screen, TEAD-YAP interaction inhibitor project, luminescence, HEK-TIYL cells; AID 1259422, 2018; TEAD-Gal4/YAP UAS-luciferase luminescence; inhibition, % at 9.12 µM; 1.4% of 640,000 active; in the data active = inhibition above about 32%;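 also: 0% = median of test compound wells and 100% = reference inhibitor wells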
MITF inh: MITF inhibitors, primary screen, biochemical, AlphaScreen, human; Microphthalmia-associated transcription factor (Homo sapiens), O75030; AlphaScreen MITF homodimerization, bead proximity signal; inhibition, % at 2.6 µM; 0.91% of 650,000 active; AID 1259374, 2018; in the data active = inhibition above about 50%;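 also: 0% = vehicle wells with protein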
FBW7 act: FBW7 E3 ligase activators, primary screen, biochemical, AlphaScreen, human. F-box/WD repeat-containing protein 7 (Homo sapiens), Q969H0. AlphaScreen FBW7–phospho-cyclin E peptide binding, activator screen. AID 1259310, 2017. 0.13% of 650,000 active. normalized activity (activation), % at 26.1 µM; in the data active = normalized activity above about 1.9%;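 also: purified mutant Fbw7 with reduced substrate affinity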
Target sequence (Q969H0 whole entry, looked up): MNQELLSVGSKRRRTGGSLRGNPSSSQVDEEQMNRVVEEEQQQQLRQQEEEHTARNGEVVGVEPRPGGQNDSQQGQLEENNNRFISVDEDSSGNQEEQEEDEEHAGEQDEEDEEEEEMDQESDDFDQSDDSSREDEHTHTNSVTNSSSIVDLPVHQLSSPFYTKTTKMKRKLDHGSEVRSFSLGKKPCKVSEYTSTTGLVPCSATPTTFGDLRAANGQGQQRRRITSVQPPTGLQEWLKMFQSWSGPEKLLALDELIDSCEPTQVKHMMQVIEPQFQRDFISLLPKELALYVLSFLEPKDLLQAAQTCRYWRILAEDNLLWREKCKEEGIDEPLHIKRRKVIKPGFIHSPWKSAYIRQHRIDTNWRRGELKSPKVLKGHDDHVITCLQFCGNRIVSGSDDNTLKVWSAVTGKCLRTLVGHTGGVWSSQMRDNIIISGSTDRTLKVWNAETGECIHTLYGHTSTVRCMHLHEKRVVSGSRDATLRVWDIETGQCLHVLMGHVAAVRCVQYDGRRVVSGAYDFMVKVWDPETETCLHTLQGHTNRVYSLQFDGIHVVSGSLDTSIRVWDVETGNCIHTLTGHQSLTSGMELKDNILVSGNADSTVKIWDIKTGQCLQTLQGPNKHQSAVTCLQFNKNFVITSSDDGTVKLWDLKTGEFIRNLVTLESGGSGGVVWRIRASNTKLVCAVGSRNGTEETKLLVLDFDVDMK
Active calls of the source: *; & = joins results of further samples.

No.	Molecule	GPR151 activ	TEAD-YAP block
1	O=C(O)/C(=C\c1ccc2c(c1)OCO2)NC(=O)c1ccco1	0.0	-6.5
2	Cc1nc2c(C(=O)NCc3ccc(F)cc3)c[nH]n2c(=O)c1Cl	9.6*	-2.7
3	COC(=O)C1=C(N)N(c2cccc(C(F)(F)F)c2)C2=C(C(=O)CCC2)C1c1ccc([N+](=O)[O-])cc1 (configuration not stated)	-0.4	1.0
4	C=CCn1c(SCC(=O)c2ccc(Cl)cc2)nc2cc(C(=O)NCC3CCCO3)ccc2c1=O (configuration not stated)	-1.0	-0.4
5	O=C(NC(NCCC12CC3CC(CC(C3)C1)C2)(C(F)(F)F)C(F)(F)F)c1cccc(Cl)c1	0.7	0.9
6	COc1cc(C(=O)Oc2c(Sc3ccccc3)c(C)nn2C(C)(C)C)cc(OC)c1OC	0.7	21.9
7	CC1(C)CC(=O)C(C=Nc2ccc(Cl)cn2)=C(O)C1	0.7	-7.0
8	N#Cc1ccc(-c2ccc(OCC(=O)Nc3ccc(Br)cn3)cc2)cc1	-1.0	-13.0
9	COC(=O)c1ncn([C@@H]2O[C@H](COC(C)=O)[C@@H](OC(C)=O)[C@H]2OC(C)=O)n1	0.8	8.8
10	COc1ccc(OC)c(CCNC(=O)C2=C(C)C(=O)OC23CCCCC3)c1	-0.7	4.0
11	O=C(CSc1nc2[nH]ncc2c(=O)[nH]1)NCc1ccccc1Cl	-0.9	17.0
12	Cc1cccc(NC(=O)CSc2nnc3nc(C)cc(C)n23)n1	0.3	-5.2

No.	MITF inh	FBW7 act
1	10.1	0.1
2	2.1	-0.1
3	20.3	0.1
4	3.0	0.1
5	9.8	-0.1
6	-1.0	-0.1
7	0.9	0.0
8	-10.9	-0.3
9	4.7	0.1
10	-8.9	-0.1
11	11.3	0.2
12	2.6	0.0

(listing goes on)
No.	Molecule	GPR151 activ	TEAD-YAP block
13	Cc1ccc(-c2csc3ncnc(N4CCN(c5ccccn5)CC4)c23)cc1	-1.0	-5.6
14	CN1C(=O)C(O)(c2c[nH]c3ccccc23)c2ccccc21 (configuration not stated)	-0.7	1.7
15	O=C(C1CC1)N1CCN=C1SCc1c(F)cccc1Cl	0.6	-3.4
16	COCCCNCCOc1ccc(Br)cc1C	1.4	2.4
17	O=C1N[C@H](Cc2ccccc2)C(=O)N2C[C@@H](NCc3nc(-c4ccccc4)cs3)C[C@@H]12	1.1	-0.6
18	O=C(CN(Cc1cccs1)C(=O)CCC(=O)Nc1nccs1)NCC1CCCO1 (configuration not stated)	-0.5	5.1
19	Cc1ccnc(N2CCC(C(=O)NCCC(C)C)CC2)n1	-1.1	-1.1
20	CCC(C)CN1CCC(C2(Cc3ccc(F)cc3)NC(=O)N(CCCN(C)C)C2=O)CC1 (configuration not stated)	0.4	-8.3
21	CCOc1ccc(/C=N/Nc2nnc(C)c(=O)[nH]2)cc1OC	-0.3	-3.1
22	COc1ccc2nc(-c3ccc(NS(=O)(=O)c4cc(F)ccc4OC)cc3)cn2n1	0.6	-10.3
23	CC1CN(c2nc3c(c(=O)[nH]2)CCN(Cc2ccc(N4CCCC4)c(F)c2)C3)CC(C)O1 (configuration not stated)	1.5	-4.2
24	Nc1ncnc(NCc2ccccc2Cl)c1[N+](=O)[O-]	-1.2	8.3

No.	MITF inh	FBW7 act
13	6.2	0.1
14	-8.2	-0.1
15	4.3	0.0
16	42.9	-0.3
17	1.8	-0.1
18	6.8	-0.1
19	16.0	0.0
20	14.7	0.1
21	-6.9	-0.3
22	-1.2	0.1
23	-4.8	-0.1
24	-5.2	0.0

Further records follow.
No.	Molecule	GPR151 activ	TEAD-YAP block
25	Cc1ccccc1-n1nc2c(c1NC(=O)c1c(F)cccc1F)CS(=O)(=O)C2	1.4	7.2
26	CCC(Sc1ncccc1C(=O)O)C(=O)Nc1cccc(Cl)c1 (configuration not stated)	-0.8	-4.2
27	CCC1(C)Cc2c(sc3nc(SCC(=O)c4ccccc4)n(-c4ccc(OC)cc4)c(=O)c23)CO1 (configuration not stated)	0.8	13.7
28	O=C(NC(Nc1ncccn1)C(=O)c1ccccc1)c1ccccc1 (configuration not stated)	-0.2	-1.8
29	Cc1ccc(C)c(OCCCC(C)(C)C(=O)O)c1	-0.4&2.2&-0.2&-0.9	-14.7&-10.9
30	Cc1ccccc1-n1c(=S)sc2c(=O)n(-c3ccccc3)c(=S)[nH]c21	-0.6	-4.6
31	COc1ccc2cc3c(N)c(C(=O)NCc4ccccc4)sc3nc2c1	0.3	-18.8
32	c1ccc(-n2ncc3c2CCc2c-3[nH]c3ccccc23)cc1	0.5	-72.0
33	CCOC(=O)c1nn(-c2ccccc2)c(=O)c(C#N)c1C	0.0	-13.8
34	O=S(=O)(c1ccc(Cl)cc1)c1nc(-c2ccc(Cl)cc2)oc1NCc1ccccc1	0.1	2.1
35	COCCOC(=O)c1ccc(NC(=O)COc2cc(C)c(Cl)c(C)c2)cc1	0.4	4.8
36	O=C(Nc1c(F)cccc1F)N1CCC2(CC1)OCc1cc(F)ccc1O2	0.6	1.4

No.	MITF inh	FBW7 act
25	-6.3	-0.2
26	6.8	0.0
27	-11.6	0.1
28	-6.1	0.3
29	-0.2&-4.3&-5.1&-8.4	-0.1&-0.1&0.1&-0.1
30	-7.1	-0.2
31	4.4	0.0
32	1.4	-0.2
33	13.6	0.8
34	-2.5	-0.2
35	-15.4	0.3
36	-2.1	0.1

From no. 22 to 31, as listed above:
No.	Molecule	GPR151 activ	TEAD-YAP block
22	COc1ccc2nc(-c3ccc(NS(=O)(=O)c4cc(F)ccc4OC)cc3)cn2n1	0.6	-10.3
23	CC1CN(c2nc3c(c(=O)[nH]2)CCN(Cc2ccc(N4CCCC4)c(F)c2)C3)CC(C)O1 (configuration not stated)	1.5	-4.2
24	Nc1ncnc(NCc2ccccc2Cl)c1[N+](=O)[O-]	-1.2	8.3
25	Cc1ccccc1-n1nc2c(c1NC(=O)c1c(F)cccc1F)CS(=O)(=O)C2	1.4	7.2
26	CCC(Sc1ncccc1C(=O)O)C(=O)Nc1cccc(Cl)c1 (configuration not stated)	-0.8	-4.2
27	CCC1(C)Cc2c(sc3nc(SCC(=O)c4ccccc4)n(-c4ccc(OC)cc4)c(=O)c23)CO1 (configuration not stated)	0.8	13.7
28	O=C(NC(Nc1ncccn1)C(=O)c1ccccc1)c1ccccc1 (configuration not stated)	-0.2	-1.8
29	Cc1ccc(C)c(OCCCC(C)(C)C(=O)O)c1	-0.4&2.2&-0.2&-0.9	-14.7&-10.9
30	Cc1ccccc1-n1c(=S)sc2c(=O)n(-c3ccccc3)c(=S)[nH]c21	-0.6	-4.6
31	COc1ccc2cc3c(N)c(C(=O)NCc4ccccc4)sc3nc2c1	0.3	-18.8

No.	MITF inh	FBW7 act
22	-1.2	0.1
23	-4.8	-0.1
24	-5.2	0.0
25	-6.3	-0.2
26	6.8	0.0
27	-11.6	0.1
28	-6.1	0.3
29	-0.2&-4.3&-5.1&-8.4	-0.1&-0.1&0.1&-0.1
30	-7.1	-0.2
31	4.4	0.0

Next part:
No.	Molecule	GPR151 activ	TEAD-YAP block
37	Cc1ccc(OCCN2C(=O)S/C(=C\c3ccccc3OCC(=O)O)C2=O)cc1	0.2	5.2
38	CCOCCCN(Cc1cc2cc(C)cc(C)c2[nH]c1=O)C(=O)c1ccco1	1.0	4.6
39	CCCCNC(=O)c1cccnc1SCc1ccccc1Cl	0.2	4.6
40	Cc1c(NC(=S)NCCN2CCOCC2)c(=O)n(-c2ccccc2)n1C	-0.5	4.8
41	O=C1NCCN(CCc2ccccc2)C1CC(=O)N1CCN(Cc2cccc(F)c2)CC1 (configuration not stated)	-0.4	-1.2
42	COc1ccc(CN2CCNC(=O)C2CC(=O)NC2CC2)cc1OC (configuration not stated)	1.3	0.8
43	O=C1c2cccc([N+](=O)[O-])c2C(=O)N1c1cc([N+](=O)[O-])ccc1Cl	0.7	0.5
44	CCOC(=O)C1=CN(Cc2ccc(F)cc2)C=C(C(=O)OCC)C1c1cc(Br)c(OC)c(OCC)c1	0.7	-4.3
45	COC(=O)C1=CN(C2CCCC2)C=C(C(=O)OC)C1c1ccc(F)cc1	-1.2	6.7
46	Cc1ccc(NC(=O)CSc2nnc(-c3ccccc3Cl)n2N)c(C)c1	1.0	-1.8
47	COC(OC)C12c3ccccc3C(c3ccccc31)C1C(=O)N(c3cccnc3)C(=O)C12 (configuration not stated)	0.1	0.2
48	COc1cccc(C(=O)O/N=C(\N)c2ccncc2)c1OC	0.3	-38.5

No.	MITF inh	FBW7 act
37	-3.3	0.0
38	8.0	-0.1
39	7.1	-0.1
40	5.8	0.8
41	-10.7	-0.2
42	-5.3	0.0
43	-7.9	-0.1
44	8.0	0.2
45	12.7	3.1*
46	10.9	0.0
47	6.0	-0.1
48	-5.6	0.0

Other structures.
No.	Molecule	GPR151 activ	TEAD-YAP block
49	CCCCNC(=O)c1sc2ncn(CC(=O)Nc3ccc(C)c(Cl)c3)c(=O)c2c1C	-0.9	-5.5
50	O=C(CC12CC3CC(CC(C3)C1)C2)Nc1ccc(Cl)cn1	0.6	10.8
51	COc1ccc(C(=O)NCc2nnc(SCC(=O)N3CCc4ccccc43)n2-c2ccccc2OC)cc1OC	-0.8	3.1
52	COCCN(C(=O)C1CC1)c1nnc(-c2cccnc2)s1	3.0	-2.8
53	CCN(CC)C(=O)Cn1cnc2sc(C(=O)N3CCN(Cc4ccccc4)CC3)c(C)c2c1=O	-0.5	-0.2
54	O=C(Nc1ccc(Br)cc1)c1cc(S(=O)(=O)N2CCC3(CC2)OCCO3)ccc1F	2.8	5.5
55	COc1ccc(C(=O)NC(=S)Nc2cccc3ncccc23)cc1[N+](=O)[O-]	-1.3	13.6
56	CC(C)OC(=O)CN1CCN(S(=O)(=O)c2ccc(Br)cc2)CC1	-2.2	-7.1
57	O=C1NC(=O)C(=Cc2cccc(OS(=O)(=O)c3ccc([N+](=O)[O-])cc3)c2)C(=O)N1	0.9	0.6
58	C/C(=C/C(=O)O)C(=O)Nc1cccc(C(F)(F)F)c1	1.0	1.2
59	CCc1n[nH]c(=S)n1/N=C/c1ccc2c(c1)OCO2	1.6	-3.8
60	CC1CCN(Cc2nnnn2CCCC(=O)NCCc2cnc[nH]2)CC1	1.4	12.1

No.	MITF inh	FBW7 act
49	-14.3	0.3
50	23.9	0.6
51	4.8	0.8
52	8.9	0.1
53	7.3	0.1
54	-13.2	-0.2
55	18.1	0.2
56	18.7	0.0
57	11.1	0.1
58	13.9	0.4
59	6.8	-0.1
60	9.7	0.1

Carrying on.
No.	Molecule	GPR151 activ	TEAD-YAP block
61	O=C1C2C3C=CC(O3)C2C(=O)N1c1cccc(C(F)(F)F)c1 (configuration not stated)	0.4	-10.3
62	Cc1ccc(S(=O)(=O)N[C@@H](Cc2ccccc2)C(=O)CCl)cc1	0.9	-0.1
63	CCn1nnc2c(NCc3ccccc3OC)ncnc21	-0.5	1.1
64	CN1CCCN(C(=O)C2CC23CCN(Cc2cccc(C(F)(F)F)c2)CC3)CC1 (configuration not stated)	2.4	3.6
65	Cc1ccc(S(=O)(=O)N(CC(O)Cn2nnc3ccccc32)c2ccccc2)cc1 (configuration not stated)	1.8	-6.0
66	CC(C)(C)CC(C)(C)c1ccc(OC(=O)NC(C)(C(F)(F)F)C(F)(F)F)cc1	-1.1	10.3
67	O=C(c1nc2ccccc2s1)N(CCN1CCOCC1)c1nc2ccccc2s1	0.4	-1.9
68	COc1ccc(C2SCCN2S(=O)(=O)c2ccc(-c3ccccc3)cc2)cc1OC (configuration not stated)	1.7	20.7
69	CCc1cccc(NC(=O)C2CCN(c3nccc(C)n3)CC2)c1	-0.5	5.5
70	CC(C)Cn1nc(C(N)=O)c2ccccc2c1=O	1.2	-2.2
71	COC(=O)c1c(OCCN2CCCC2=O)cc(=O)n2c1CCN(Cc1ccsc1)CC2	-1.7	-1.4
72	O=C(O)c1cccc(S(=O)(=O)Nc2ccc(F)cc2)c1	-0.4	1.3

No.	MITF inh	FBW7 act
61	-14.5	0.0
62	9.3	-0.1
63	11.4	0.0
64	-12.1	-0.1
65	4.5	0.4
66	3.5	0.0
67	-3.9	0.0
68	5.4	0.3
69	-8.8	0.1
70	1.8	-0.1
71	18.3	0.5
72	10.4	-0.1
